# sdo1 growth: growth rescue of sdo1-depleted yeast, primary screen, S. cerevisiae, bone marrow failure model. S. cerevisiae sdo1-depleted JHY4D growth rescue, OD600 30 h; stronger effect = higher value; pdr5 snq2 efflux-pump mutant strain. z-score at 10 µM. hit rate 0.21% among 140,000. AID 817, 2007;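 active = z-score above 3 at both the 24 hr and the 30 hr optical density reads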;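 note: z-score against mean and SD of all compound wells on the same plate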
# INS promoter inh: inhibitors of insulin promoter-driven GFP, primary screen, imaging, TRM-6 cells (human fetal islet line), eGFP reporter, cell count; hit rate 0.9% among 130,000; reporter expression induced with tamoxifen; inhibition, % at 2 µM;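 active = inhibition above the mean plus 3 SD, with well images judged a real hit on visual review, cut at about 60% in these data, passing the limit was not always enough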
# sdo1 growth Rescue 24 h: also measured in sdo1 growth; calls as there; z-score; S. cerevisiae sdo1-depleted JHY4D growth rescue, OD600; measured here: growth rescue at 24 h;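 0 is the plate mean of compound wells and units are plate SD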
# Starred values were filed as active, the others as inactive; . = not tested or not shown.
SMILES,sdo1 growth,sdo1 growth Rescue 24 h,INS promoter inh
COc1cc(CC(=O)Nc2cc(S(C)(=O)=O)ccc2Cl)cc(OC)c1OC,.,.,-41.7
CCc1ccc(OCC(=O)NC(NC(=S)Nc2ccccc2)C(Cl)(Cl)Cl)cc1 (stereo not given),0.4,1.46,.
O=C(C1CCCN(Cc2ccccc2)C1)N1CCc2ccccc2C1 (stereo not given),-0.29,-0.64,41.7
CC(C)CCSc1ncnc2c1oc1nc3c(cc12)COC(C)(C)C3,0.1,-0.47,-84.6
c1ccc2oc(-c3[nH]ncc3CN3CCC(N4CCSCC4)CC3)cc2c1,.,.,-4.3
Cc1csc(NC(=O)CCc2ccc(S(=O)(=O)N3CCOCC3)cc2)n1,0.06,-0.49,19.4
Cc1ccc(S(=O)(=O)N(CC(O)CN(C)C)c2ccccc2)cc1 (stereo not given),0.93,-0.95,28.6
COc1ccccc1NS(=O)(=O)CC12CCC(CC1=O)C2(C)C (stereo not given),-0.51,-0.53,.
CC1(C)CC(=O)CC(C2(O)C(=O)N(Cc3ccccc3)c3ccccc32)O1 (stereo not given),0.74,0.78,.
COc1ccc(CC2(CO)CCN(C(C)COc3ccccc3)CC2)cc1 (stereo not given),.,.,13.3
COc1ccc(C(=O)NC(=S)N2CC(C)OC(C)C2)cc1 (stereo not given),0.41,0.53,-17.2
CCN(CC(=O)NCc1ccc(F)cc1)CC(=O)Nc1ccccc1-c1ccccc1,.,.,-93.8
Cc1ccc(CNC(=O)Cc2nc3nc(C)cc(C)n3n2)cc1,0.21,0.07,.
C/C(=N\Nc1nc(N2CCOCC2)nc(N2CCOCC2)n1)c1cccs1,.,.,33.3
Cc1ccc(N2C(=O)/C(=C/c3cccnc3)SC2=S)cc1,0.81,0.92,-5.3
Cc1ccc(N2C(=O)C(c3c(C)[nH]n(-c4ccccc4)c3=O)(C(F)(F)F)C3=C2CC(C)(C)CC3=O)cc1 (stereo not given),1.13,1.07,53.3
CCOc1ccc(CNc2ccc(S(N)(=O)=O)cc2)cc1,.,.,20.9
CCOc1ccc(Nc2ncnc3c2cnn3Cc2ccccc2)cc1,-0.9,-0.88,-13.9
CN(C)CCNC(=O)c1ccc(CS(=O)(=O)c2c(Cl)cccc2Cl)o1,-0.17,-0.83,.
COc1ccc(CCNC(=O)c2c(-c3ccccc3)noc2C)cc1OC,-0.17,-0.14,-128.6

# Record cards, as listed above. Screens in order: sdo1 growth, sdo1 growth Rescue 24 h, INS promoter inh
# `COc1ccccc1NS(=O)(=O)CC12CCC(CC1=O)C2(C)C` (stereo not given) in the list: -0.51, -0.53, .
# `CCc1ccc(OCC(=O)NC(NC(=S)Nc2ccccc2)C(Cl)(Cl)Cl)cc1` (stereo not given) in the list: 0.4, 1.46, .

# The listing continues:
SMILES,sdo1 growth,sdo1 growth Rescue 24 h,INS promoter inh
CCOC(=O)N1CCN(C(=O)C2CCCN(c3nc4ccc(OCC)cc4s3)C2)CC1 (stereo not given),-0.57,0.07,0.0
Cn1nc(CC(=O)Nc2ccc3c(c2)OCCO3)c2ccccc2c1=O,0.85,0.69,.
O=C(Nc1cc2c(oc1=O)CCCC2=O)c1cccc(Cl)c1,-0.21,-0.67,7.1
Cc1ccccc1OC/C(O)=C(\C#N)c1nc2ccccc2[nH]1,0.78,2.21,-25.0
CCCCNC(=O)[C@H](CSCc1ccccc1)N1Cc2ccccc2C1=O,-0.52,-1.22,-66.7
Cc1cc(NC(=O)CSc2nc3c(c(-c4cccnc4)c2C#N)CCC3)no1,0.09,3.77,-13.5
CSc1nc(-c2ccccc2)cn1-c1ccc(NC(C)=O)cc1,.,.,54.5
O=C(O)C1CCCN1S(=O)(=O)c1ccccc1 (stereo not given),0.29,-0.69,-12.5
OC(COCCOc1ccc(Br)cc1)CN1CCN(Cc2ccccc2)CC1 (stereo not given),-0.75,-0.33,-38.5
COc1ccc2c(c1)c1ncn(CCc3ccccc3)c(=O)c1n2C,-0.45,0.61,-220.0
Cc1cc(-c2ccccc2)c2c3c(c(-c4ccccc4)n2n1)c(=O)n(C)c(=O)n3C,-1.58,-0.56,-50.0
Cc1ccc(CNC(=O)CCS(=O)(=O)c2cccc3nsnc23)cc1,0.11,-0.74,.
C=C(C)Cn1c(C)cc(C)c(S(=O)(=O)c2ccccc2C)c1=O,-0.68,0.56,78.4*
C/C(O)=C\c1nc2ccccc2oc1=O,-0.21,-0.39,-10.7
Cc1ccsc1/C=N/NC(=O)c1ccc(Cn2cc(Br)cn2)o1,0.7,0.95,15.4
O=C(CSc1ccc(-c2cccc([N+](=O)[O-])c2)nn1)NC1CCCC1,.,.,55.6
COc1ccccc1C1CC(c2ccc(Cl)cc2)Nc2nc(N)nn21 (stereo not given),-0.37,-0.61,-22.2
COc1ccc(OCc2nc3ccccc3[nH]2)cc1,-0.4,-0.21,.
COc1ccc(/C=C2\N=C(C)N(c3ccc(C(=O)O)cc3)C2=O)cc1OC,0.55,0.35,66.7
CC1CCCCN1c1ncnc(N)c1[N+](=O)[O-] (stereo not given),.,.,22.2

# Part of the list above in order of molar mass, rising:
SMILES,sdo1 growth,sdo1 growth Rescue 24 h,INS promoter inh
C/C(O)=C\c1nc2ccccc2oc1=O,-0.21,-0.39,-10.7
Cn1nc(CC(=O)Nc2ccc3c(c2)OCCO3)c2ccccc2c1=O,0.85,0.69,.
Cc1ccc(CNC(=O)CCS(=O)(=O)c2cccc3nsnc23)cc1,0.11,-0.74,.
CCCCNC(=O)[C@H](CSCc1ccccc1)N1Cc2ccccc2C1=O,-0.52,-1.22,-66.7

# (further entries)
SMILES,sdo1 growth,sdo1 growth Rescue 24 h,INS promoter inh
C=CCc1c(NCCO)nc(C)[nH]c1=O,.,.,-13.3
COCCCNC(=O)C12CCC(C)(C(=O)C1)C2(C)C (stereo not given),0.01,-0.52,-18.2
Fc1ccccc1-c1nc2ncccc2o1,.,.,33.3
O=c1c(S(=O)(=O)c2ccc(Cl)cc2)cn(Cc2ccccc2F)c2ccc(F)cc12,-1.1,-1.35,19.4
N#Cc1cc(C(=O)c2cc(F)ccc2O)cn(Cc2ccccc2)c1=O,.,.,20.0
O=C(NC1CC2CCCC(C1)N2C(=O)NC1CCCCC1)c1ccc(F)cc1 (stereo not given),0.53,0.12,41.7
CCOC(=O)c1c(C)[nH]c(C)c1C(=O)COC(=O)/C=C/c1cccc(Cl)c1,-1.46,-1.38,20.0
CCN(CC)CCCNC(=O)N[C@@H](Cc1ccccc1)C(=O)O,0.59,-0.12,35.7
CCOC(=O)c1oc2ccccc2c1NC(=O)c1ccc2c(c1)OCO2,-0.67,1.15,15.4
COc1ccc(CCNC(=O)Cn2cnc3sc(C)c(-c4ccc(F)cc4)c3c2=O)cc1OC,.,.,10.5
C/C(=N\Nc1nc2c(s1)CCCC2)c1ccc(Cl)cc1,-1.85,-1.28,.
COc1nc(Cl)cn(-c2ccc(C)cc2)c1=O,-1.09,-2.17,-13.3
CN(C)CCCNc1cc(Cl)c(S(=O)(=O)N2CCCCC2)cc1C(=O)O,-0.15,0.22,46.7
COc1cc(-c2noc(CCC(N)=O)n2)cc(OC)c1OC,0.27,-0.14,.
N#Cc1nc(Cc2cccc3ccccc23)oc1NCC1CCCO1 (stereo not given),-2.08,-1.59,7.7
C/C(=N\NC(=O)c1ccc(Br)cc1)C1C(=O)c2ccccc2C1=O,0.06,-1.02,21.1
O=C(Cn1ncnn1)OCc1ccccc1Cl,-0.84,-1.24,8.3
Cc1cc(C)cc(-n2c(C)cc(/C=N/NC(=O)CSc3ncccn3)c2C)c1,0.13,0.02,-12.9
Cc1n[nH]c(=O)nc1Nc1ccc(O)cc1,-0.55,-0.61,-5.6
Cc1ccc(Sc2cc(C(F)(F)F)nc(N(C)C)n2)cc1,0.78,1.19,-22.6
Cc1cccc(-c2cc(C(=O)Nc3ccc4c(c3)OCCO4)c3ccccc3n2)c1,-0.62,-0.7,3.3
NC(=O)c1cc(-c2ccccc2)nc(N2CCOCC2)n1,0.12,-0.04,-179.3
CCOC(=O)C1=C(C)Nc2nc(SCC)[nH]c(=O)c2C1c1ccncc1 (stereo not given),-0.48,-0.63,0.0
COc1cccc(Nc2nnc(SCC3CCCCO3)s2)c1 (stereo not given),.,.,22.2
COC(=O)c1ccc(C(=O)OC)c(NC(=O)CSc2nc(-c3ccco3)cc(C(F)(F)F)n2)c1,.,.,8.6
N#Cc1ccccc1OCC(O)CS(=O)(=O)c1ccccc1 (stereo not given),.,.,15.4
CC(OC(=O)C1CCN(S(=O)(=O)c2ccc(Cl)cc2)CC1)C(=O)N1CCc2ccccc21 (stereo not given),-1.52,-0.23,46.1
Cc1cccc(-c2nc(CSCC(=O)NCCCN3CCOCC3)c(C)o2)c1,0.71,1.27,-85.7
Cc1c(C(=O)Nc2nc3ccccc3[nH]2)oc2ccccc12,-0.91,-0.9,-13.3
c1ccc(Oc2cccc(OCCn3cncn3)c2)cc1,0.59,0.69,-5.7
O=C(COC(=O)C1(c2ccccc2F)CCCC1)NCc1ccc2c(c1)OCO2,0.17,0.3,23.3
CC(=O)Nc1cccc(-c2csc(Nc3cccc(C)n3)n2)c1,-2.19,-0.92,-16.7
Cc1ccc(N(CCC#N)C(=O)CCl)cc1C,1.42,1.85,32.4
CCOC(=O)c1c2c(c(=S)n(-c3ccccc3)c1N)CCC2,-1.19,-0.81,-66.7
CC(NC(=O)C(c1ccccc1)c1ccccc1)C(=O)N1CCCCC1 (stereo not given),.,.,-77.8
CC1Cc2nc(SCC(=O)Nc3ccc(F)cc3)n(C)c(=O)c2S1 (stereo not given),-0.3,-0.83,9.1
O=S(=O)(c1ccc(Br)cc1)N1CCCN(Cc2cccc(F)c2)CC1,-1.45,-0.34,0.0
O=C(O)C(Cc1cc2ccccc2[nH]1)N1C(=O)C2CC=C(Cl)CC2C1=O (stereo not given),1.21,0.51,-13.9
CCCCn1c(N)c(N(CC)C(=O)c2ccc3c(c2)S(=O)(=O)c2ccccc2C3=O)c(=O)[nH]c1=O,0.12,1.17,.
CSCC[C@H](NC(=O)c1cc([N+](=O)[O-])ccc1Cl)c1nc2ccccc2[nH]1,0.81,-0.06,-2.0

# The list goes on, overlapping the part above by two compounds.
SMILES,sdo1 growth,sdo1 growth Rescue 24 h,INS promoter inh
CCCCn1c(N)c(N(CC)C(=O)c2ccc3c(c2)S(=O)(=O)c2ccccc2C3=O)c(=O)[nH]c1=O,0.12,1.17,.
CSCC[C@H](NC(=O)c1cc([N+](=O)[O-])ccc1Cl)c1nc2ccccc2[nH]1,0.81,-0.06,-2.0
CCCC(C)NC(=S)Nc1cc(C)cc(C)c1 (stereo not given),.,.,0.0
Cn1cccc1CC(=O)NNC(=S)Nc1ccc(Cl)cc1Cl,0.53,0.15,33.3
Cc1cc(NC(=O)c2ccc(S(=O)(=O)Nc3ccccc3)cc2)no1,0.63,-0.19,20.9
O=C(O)CCCNS(=O)(=O)c1ccc(NCc2ccccc2)c(C(=O)O)c1,0.75,0.11,18.5
COc1ccc(C(=O)NCCc2nnc(SCC(=O)Nc3ccccc3C(C)C)n2C)cc1,0.58,0.46,-26.7
NNCCc1ccccc1,0.74,0.27,18.2
Fc1ccc(C2NC(=S)NC3=C2N2CCC3CC2)cc1 (stereo not given),0.17,-0.1,-5.7
CC1CCc2c(sc3ncn4c(SCC(=O)NCc5ccco5)nnc4c23)C1 (stereo not given),-0.46,0.38,12.1
CCN(C(=O)CSc1nc2cc(C(=O)OC)ccc2c(=O)n1Cc1ccco1)c1cccc(C)c1,-0.99,-1.36,.
COc1ccc(CC(=O)NC(C)(C)C)cc1S(=O)(=O)N1CCOCC1,-0.38,-0.48,.
O=C1C=CC(=O)N1CCNc1ncc(C(F)(F)F)cc1Cl,.,.,-400.0
CC(C)(C)C(=O)CN1CCN(C2c3ccccc3-c3ccccc32)CC1,-0.61,-1.44,.
COc1cc(/C=N/S(=O)(=O)CCc2ccccc2)cc(OC)c1O,0.58,0.28,.
COc1ccc(-c2cc(-c3ccccc3)nc(SCC(=O)Nc3ncc(C)s3)c2C#N)cc1,-1.41,-0.52,.
O=C(NCC(c1cccnc1)N1CCN(c2ccccc2)CC1)c1ccco1 (stereo not given),.,.,-125.0
CC1(C)CC(=O)C2=C(C1)N(c1ccccc1)C(=O)C2(O)C(F)(F)F (stereo not given),0.41,0.28,3.7
Cc1oc2cc(O)ccc2c(=O)c1Oc1ccccc1,0.48,-0.17,0.0
COP(=O)(OC)C(Nc1cc(Cl)cc(Cl)c1)c1cccc(O)c1 (stereo not given),.,.,-36.8
COc1cc(C=Nc2ccccc2C(=O)Nc2ccccc2)cc(OC)c1OC,0.11,0.14,57.1
COc1ccc(N2C(=O)CC(N3CCOCC3)C2=O)cc1 (stereo not given),-0.34,-0.37,0.0
C/C(=N\NS(=O)(=O)c1ccccc1)c1ccccc1,.,.,50.0
CN(C(=S)NC(=O)Cc1ccccc1)c1ccccc1,.,.,21.4
Cc1ccc(S(=O)(=O)NCCSc2nnnn2-c2ccccc2)cc1,-0.15,0.53,-25.0
CCn1cc(C(=O)N/N=C(/C)c2ccc(F)cc2)c(=O)c2cc(F)c(N3CCCC3)cc21,0.21,0.35,13.5
CC1CCN(CC(=O)Nc2ccccc2Sc2ccccc2)CC1,-0.03,0.59,23.3
O=C(CN1CCN(CCO)CC1)Nc1ccccc1,1.05,1.73,38.1
O=S(=O)(N/N=C/c1ccccc1OCc1ccc(Cl)cc1)c1ccccc1,-1.12,-0.99,-16.1
O=C(O)CC(Cc1ccccc1)C(=O)Nc1ccc([N+](=O)[O-])cc1 (stereo not given),1.12,1.13,.
NC(Cc1ccc(O)c([N+](=O)[O-])c1)C(=O)O (stereo not given),-0.09,-0.76,-55.6
Cc1c(NC(=O)/C(=C/c2cccs2)c2cccs2)c(=O)n(-c2ccccc2)n1C,0.24,-0.49,.
